Dengue virus CPE = antivirals protecting cells from dengue CPE – CPE readout, HTS (AID 540333) | CPE inhibition, % at 20 µM | Dengue virus CPE inhibition in host cells; hits give high values | 10,000 compounds, 3.1% hits; in the data active = CPE inhibition mostly above about 9.1%, no sharp cut-off; inactive = mostly below about 7.2%
* marks the source's active call; other numbers are inactive results; i = inactive.

SMILES | Dengue virus CPE
CNC(=O)C(=O)Nc1c(C)cc(C)cc1C | 0.1
COc1ncc(-c2ccc3c(c2)S(=O)(=O)c2cccc(C(=O)O)c2C3=O)cn1 | 2.4
Cc1cccc(C(=O)Nc2nccs2)c1[N+](=O)[O-] | i
O=C(NC(=S)NC1CCCC1)c1ccccc1Br | 0.1
CCN(CC)S(=O)(=O)c1ccc(Cl)c(C(=O)Nc2cc(C)nn2-c2ccccc2)c1 | i
CN(C(=O)c1cccc(NC(=O)Cc2ccc([N+](=O)[O-])cc2)c1)C1CC1 | 1.1
Cc1ccc(NC(=O)CC2C(=O)NCCN2C(=S)Nc2ccccc2)c(C)c1 (centres undefined) | 0.1
CCC1Nc2ncnc(N3CCOCC3)c2N(Cc2ccc(Br)cc2)C1=O (centres undefined) | i
COc1ccc(-c2nn(CCC(=O)O)cc2/C=C2\SC(N)=NC2=O)cc1 | 0.8
COc1cccc(/C(O)=C/C(=O)C(=O)Nc2ccc(S(=O)(=O)NC(C)=O)cc2)c1 | i
CN1CCN(C(=O)C2=C[C@H](C3CC3)C[C@H](OCc3ccc(CO)cc3)O2)CC1 | 0.8
Cc1cc(C(=O)N/N=C/c2cccnc2)cs1 | 0.9
Cc1cccc(-n2c(=S)[nH]c3c(oc4ccccc43)c2=O)c1 | 0.7
COC(=O)C1=NN(c2cccc(C)c2)C2C(=O)N(c3ccccc3OC)C(=O)C12 (centres undefined) | 0.9
Cc1ccc(NC(=O)COC(=O)/C=C/c2cccs2)cc1 | 0.4
Cc1ccc(C(=O)NC(C)c2ccc(F)cc2)cc1 (centres undefined) | 0.5
O=C(CCC(=O)N1CCN(S(=O)(=O)c2ccc(Cl)cc2)CC1)Nc1ccc2ccccc2c1 | 11*
O=C(COC(=O)c1c(Cl)ccc(Cl)c1Cl)NC(=O)NCc1ccccc1 | 0.8
COc1ccc(NS(=O)(=O)c2ccc3nc(COc4ccc(Cl)c(C)c4)[nH]c3c2)cc1 | 1.2
Fc1cccc(F)c1-c1nc2c(s1)CCc1onc(-c3ccc(Br)cc3)c1-2 | 1.3
COc1ccc(CN=C(Nc2ccccc2)SC2CC(=O)N(C)C2=O)cc1 (centres undefined) | 1.9
Cc1ccc2nc(SC(C)C(=O)NC3CCCc4ccccc43)[nH]c2c1 (centres undefined) | 3.0
Cc1ccccc1NC(=S)NCCc1ccccc1 | 0.7
Cc1cc(Cl)ccc1NC(=S)NCc1ccco1 | i
N#C/C(=C\c1cn(Cc2cccc(F)c2)c2ccccc12)C(=O)NCc1ccco1 | 0.2
CCNC(=S)SCCOc1ccc(C)cc1 | 0.2
CCCOc1ccc(/C=C2\SC(=S)N(CC3CCCO3)C2=O)cc1 (centres undefined) | 2.5
Cc1ccc(S(=O)(=O)CCC(=O)OCc2ccc(Cl)cc2)cc1 | 0.3
O=C(O)CCCCCn1c(SCc2cc(=O)n3cc(Cl)ccc3n2)nc2ccsc2c1=O | i
COCC(C)NC(=O)C(C)Oc1ccccc1 (centres undefined) | i
O=C(NNC(=S)NC(=O)c1ccccc1[N+](=O)[O-])c1ccccc1Cl | i
COc1ccc(-c2csc3ncnc(Sc4nnnn4C)c23)cc1 | 5.6
COCCn1c(C)cc(C(=O)COC(=O)c2ccc[nH]c2=O)c1C | i
O=S(=O)(Nc1ccc(-c2csc(-c3ccccc3)n2)cc1)c1ccccc1 | 0.3
COc1ccc2ccn(C)c2c1 | 0.1
Cc1cc(/C=N/NC(=O)c2c(Br)cnn2C)c(C)n1-c1cccc(Br)c1 | 5.7
Cc1cccc(NC(=O)CN2C(=O)N/C(=C/c3cc(C)n(-c4ccncc4)c3C)C2=O)c1 | i
COc1ccc(/C=N/NC(=O)c2cccc(OC(F)(F)C(F)F)c2)cc1O | 1.8
COc1cc(C(=O)OCC(=O)Nc2ccc(SC(F)F)cc2)cc(OC)c1OC | i
COc1ccc(N(C)C(=S)Nc2ccc3nc(C)c(C)nc3c2)cc1 | 0.8
CC(C)c1ccc(/C=C/C(=O)NCCC2=CCCCC2)cc1 | 0.4
COC(=O)c1c(NC(=O)CN2CCC3(O)CCCCC3C2c2ccccc2OC)sc(C)c1C (centres undefined) | 2.4
Cc1cc(NC(=O)/C(C#N)=C/c2ccc(-c3cccc(C(F)(F)F)c3)o2)n(-c2ccccc2)n1 | 0.3
O=C(OCCc1cc2ccccc2c(=O)o1)c1cccc(Br)c1 | i
CCN1CCCC1CN(Cc1cc2ccc(C)cc2[nH]c1=O)C(=S)Nc1ccc(OC)cc1 (centres undefined) | i

Part of the list above, set out differently.
COc1ccc(-c2csc3ncnc(Sc4nnnn4C)c23)cc1
  Dengue virus CPE: 5.6

COCCn1c(C)cc(C(=O)COC(=O)c2ccc[nH]c2=O)c1C
  Dengue virus CPE: i

O=S(=O)(Nc1ccc(-c2csc(-c3ccccc3)n2)cc1)c1ccccc1
  Dengue virus CPE: 0.3

COc1ccc2ccn(C)c2c1
  Dengue virus CPE: 0.1

Additional records follow:
SMILES | Dengue virus CPE
CC(=O)N1N=C(c2ccc(Br)cc2)CC1c1cn(C)c2ccccc12 (centres undefined) | 16*
CC(C)(C)NC(=O)c1ccc2c(c1)C1C3CCC(C3)C1C(c1ccccc1)N2 (centres undefined) | 16*
CCOC(=O)/C=C/C(=O)Nc1cccc([N+](=O)[O-])c1 | 0.0
COCCn1c(-c2ccccc2)cnc1SCC(=O)Nc1cccc2ccccc12 | 0.4
CCC(C)NC(=O)Cn1c(COc2ccc(Cl)cc2Cl)nc2ccccc21 (centres undefined) | 13*
O=C(OCCCc1cc2ccccc2c(=O)o1)c1ccco1 | 0.1
Cc1ccccc1OCc1nc(-c2ccc(NC(=O)c3cccs3)cc2)no1 | 1.4
CCOC(=O)c1sc(Nc2nc3c(F)cccc3s2)cc1C | 0.7
O=C(CSc1nc2ccccc2c(=O)n1-c1ccc(F)cc1F)c1c[nH]c2ccccc12 | 2.1
CCCCNC(=S)N(C)/N=C/c1ccc(F)cc1 | i
Cc1ccc(-n2nnnc2SC(C(=O)c2c[nH]c3ccccc23)c2ccccc2)cc1 (centres undefined) | i
CC1(C)Oc2ccccc2OC1(O)c1ccc2ccccc2n1 (centres undefined) | 0.8
CCNS(=O)(=O)c1cc(OC)c(Cl)cc1OC | 0.3
Cc1[nH]c(C(=O)N/N=C/c2ccc(C(=O)O)cc2)c(C)c1C(=O)N/N=C/c1ccc(C(=O)O)cc1 | i
Cc1ccc(Cl)cc1N1CCN(CC(O)COCc2ccco2)CC1 (centres undefined) | i
O=C(/C=C/c1cccc(Br)c1)N1CCN(c2cccc(C(F)(F)F)c2)CC1 | 2.4
COc1ccc(C(=O)N2CC3(CC(c4cccc([N+](=O)[O-])c4)=NO3)C[C@H]2C(=O)NCC(N)=O)cc1 (some centres undefined) | 1.8
Cc1ccccc1OCC(=O)Nc1ccc(S(=O)(=O)Nc2ccccn2)cc1 | 1.4
COc1ccccc1NC(=O)CC(NC1CCCCC1)C(=O)O (centres undefined) | 0.4
OC(COc1ccccc1)Cn1c2ccccc2c2ccccc21 (centres undefined) | 4.8
Cc1nc(N2CCOCC2)nc(N2CCCC2)c1[N+](=O)[O-] | i
O=C(O[C@@H]1OC2COC(=O)c3cc(O)c(O)c(O)c3-c3c(cc(O)c(O)c3O)C(=O)O[C@@H]([C@H]1O)[C@@H]2O)c1cc(O)c(O)c(O)c1 | i
COc1cc(/C=C(\C#N)C(=O)Nc2cccnc2)ccc1OC(C)C | 1.6
Cc1cccc(N2CCN(C(=O)/C=C/c3cccs3)CC2)c1C | 0.4
CCOC(=O)C1(C)C=C(Nc2ccc(OC)cc2)C(=O)N1c1ccc(OC)cc1 (centres undefined) | 0.9
Cc1ccc(NC(=O)C(=O)NCCOc2ccc(Cl)cc2)c(C)c1 | 0.3
Cc1ccc(OCC(=O)NNc2c3ccccc3nc3ccccc23)cc1 | 6.1
COc1cccc(C(=O)O[C@H]2[C@H](C)NS(=O)(=O)[C@H]3C[C@@H]4C=C[C@]23O4)c1 | 0.2
Cn1c(CCCOc2ccc(Cl)cc2Cl)nnc1SCC(=O)Nc1ccc(F)c(Cl)c1 | 0.3
CCCn1c2ccccc2c2nnc(SCC(=O)Nc3c(C)n(C)n(-c4ccccc4)c3=O)nc21 | i

Some of the entries above, set out differently:
CCOC(=O)/C=C/C(=O)Nc1cccc([N+](=O)[O-])c1
  Dengue virus CPE = 0.0

COCCn1c(-c2ccccc2)cnc1SCC(=O)Nc1cccc2ccccc12
  Dengue virus CPE = 0.4

New compounds follow:
SMILES | Dengue virus CPE
CCc1ccc2c(CN3CCN(S(=O)(=O)c4cccs4)CC3)cc(=O)oc2c1 | 2.3
COc1ccccc1C(=O)NNC(=S)NC(=O)c1sc2ccccc2c1Cl | 3.7
O=C1/C(=C/c2cccs2)COc2ccccc21 | 6.8
CCCCCCCCNC(=O)/C(C#N)=C/c1ccccc1[N+](=O)[O-] | i
CCc1ccc(OCCOCC(O)CN2CCN(Cc3ccc(Cl)cc3)CC2)cc1 (centres undefined) | i
CC1=N/C(=C\c2ccc3c(c2)OCO3)C(=O)N1c1ccc(C(=O)O)cc1 | i
COc1ccc(/C=C/C(=O)O)cc1COc1cccc(C)c1 | i
CN(CC(=O)Nc1ccc(C(N)=O)cc1)CC(=O)Nc1ccccc1Cl | 0.2
Cc1ccccc1Nc1nc2ccccc2n1C(C)C | 1.3
O=C(C1=C(Nc2ccccc2)c2ccccc2S(=O)(=O)N1)c1ccccc1 | 0.8
COc1ccc(CCNC(=O)CSc2nc(-c3ccc(OC)c(OC)c3)ccc2C#N)cc1 | 0.4
O=C(COC(=O)c1ccc(CSc2ccc(Cl)cc2)cc1)Nc1ccccc1 | i
CCOC(=O)CCc1nn(C)c(=O)c2ccccc12 | 2.7
O=C(N/N=C/c1ccccc1OCc1ccccc1)c1cccs1 | 0.8
Cc1cc(C(=O)COC(=O)CNS(=O)(=O)c2ccc3ccccc3c2)c(C)n1-c1ccccc1 | i
O=[N+]([O-])c1ccc(/C=N/NC(=S)Nc2ccccc2C(F)(F)F)o1 | 0.7
O=C(COc1ccc(Br)cc1CNCCCN1CCOCC1)Nc1ccccc1 | i
Cc1ccc(Cl)cc1NC(=O)C(NS(=O)(=O)c1cccs1)c1ccccc1 (centres undefined) | 0.7
NNC(=O)CC12CC3CC(C1)CC(n1ncnn1)(C3)C2 | i
Cc1ccc(S(=O)(=O)N(C)CC(=O)OCC(=O)NC(=O)Nc2ccc3c(c2)OCCO3)cc1 | 0.1
CC#CCN1c2ccccc2[C@]23C[C@@H](C(=O)OC)N(C(=O)NCCBr)C2=NC(C(=O)OC)=C(C(=O)OC)[C@H]13 | 0.8
Cc1sc2ncnc(SCC(=O)c3ccc4c(c3)OCCO4)c2c1-c1ccccc1 | 1.5
O=C(Nc1ccc([N+](=O)[O-])cc1)Nc1nc(-c2ccc(Cl)s2)cs1 | i
CC(O)[C@H]1CNCCN1CC1(c2ccccc2)CC1 (some centres undefined) | 1.2
O=C1N/C(=N\N=C\c2cccs2)SC1Cc1cccc(Cl)c1Cl (centres undefined) | i
CCCc1ccc(C(=O)NNC(=O)c2ccc(Br)cc2)cc1 | 0.1
CC(C)C[C@H]1CN=C(N(C)C)N1CCc1cccc(F)c1 | 0.7
O=S(=O)(c1ccc(-c2csc(Nc3ccc(F)cc3)n2)cc1)N1CCCC1 | 2.5
O=C(/C=C/c1ccc2c(c1)OCCCO2)c1ccccc1O | 0.6
O=c1c2ccccc2c(C=Nc2cccc(S(=O)(=O)NCc3ccco3)c2)c(O)n1-c1ccc(Cl)cn1 | 0.5
Cc1ncc([N+](=O)[O-])n1CCOC(=O)NC(NCc1ccccc1Cl)C(Cl)(Cl)Cl (centres undefined) | 0.3
C=CCOC(=O)C(C#N)c1nc2ccccc2nc1N1CCN(c2ccccc2OCC)CC1 (centres undefined) | i
CC(C)(C)Cc1nnc(NC(=O)Cc2ccc([N+](=O)[O-])cc2)s1 | 0.0
CC(C)CC(=O)NC(=S)NNC(=O)c1ccc(NC(=O)C2CCCCC2)cc1 | 0.7
Cc1[nH]c2ccc(-c3n[nH]c(=S)n3-c3ccccc3)cc2c1C | i
Cc1ccc(C)c(N(CC(=O)Nc2ccccc2C(=O)NCc2ccco2)S(=O)(=O)c2ccccc2)c1 | 0.1
N#CC(Cc1ccc(OC(F)F)cc1)c1nc2ccccc2[nH]1 (centres undefined) | i
Cc1cc(C)n(C(=O)c2ccc(C)c(F)c2F)n1 | i
CN(/N=C/c1cc([N+](=O)[O-])ccc1O)c1ccccc1 | 1.0
CC(C)(C)c1ccc(OCCNC(=S)NC(=O)c2cccnc2)cc1 | i
O=C(CSc1nc2cc(Cl)ccc2s1)NCc1ccc2c(c1)OCO2 | 0.6
O=C(N/N=C/c1ccco1)c1ccc(N2CCCC2=O)cc1 | 2.2
COC(=O)C1=C(C)NC2=C(C(=O)CC(C)(C)C2)C1c1cnn(C)c1C (centres undefined) | i
COc1ccc(/C=N/NC(=O)Cn2c(Cc3ccc(OC)c(OC)c3)nc3ccccc32)cc1 | 0.1
C/C(=N\Nc1cc(C(F)(F)F)ccc1Cl)c1ccccc1O | 1.2

Molecules shown so far with a nitro group on carbon (12):
SMILES | Dengue virus CPE
Cc1cccc(C(=O)Nc2nccs2)c1[N+](=O)[O-] | i
CN(C(=O)c1cccc(NC(=O)Cc2ccc([N+](=O)[O-])cc2)c1)C1CC1 | 1.1
O=C(NNC(=S)NC(=O)c1ccccc1[N+](=O)[O-])c1ccccc1Cl | i
CCOC(=O)/C=C/C(=O)Nc1cccc([N+](=O)[O-])c1 | 0.0
COc1ccc(C(=O)N2CC3(CC(c4cccc([N+](=O)[O-])c4)=NO3)C[C@H]2C(=O)NCC(N)=O)cc1 (some centres undefined) | 1.8
Cc1nc(N2CCOCC2)nc(N2CCCC2)c1[N+](=O)[O-] | i
CCCCCCCCNC(=O)/C(C#N)=C/c1ccccc1[N+](=O)[O-] | i
O=[N+]([O-])c1ccc(/C=N/NC(=S)Nc2ccccc2C(F)(F)F)o1 | 0.7
O=C(Nc1ccc([N+](=O)[O-])cc1)Nc1nc(-c2ccc(Cl)s2)cs1 | i
Cc1ncc([N+](=O)[O-])n1CCOC(=O)NC(NCc1ccccc1Cl)C(Cl)(Cl)Cl (centres undefined) | 0.3
CC(C)(C)Cc1nnc(NC(=O)Cc2ccc([N+](=O)[O-])cc2)s1 | 0.0
CN(/N=C/c1cc([N+](=O)[O-])ccc1O)c1ccccc1 | 1.0

Some of the compounds tested, so the mix of outcomes need not match the whole.
